# MRP reversal = reversal of MRP1-mediated doxorubicin resistance, primary screen, H69AR cells, doxorubicin co-treatment; H69AR cells + 2 uM doxorubicin, CellTiter-Glo, 72 h; differential viability (reversal), % at 10 µM; actives 0.04% (n = 85,000); AID 602, 2007;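 active means viability drop by adding the cancer drug above about 55%, with treated viability meeting a 40% cutoff, limit read from the data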;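 further: viability without doxorubicin minus viability with 2 µM doxorubicin for each compound; larger differential means the compound sensitizes cells more to doxorubicin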
# NFkB transloc inh = inhibitors of IL-1B driven NFkB p65 nuclear import, primary screen, imaging, HUVEC, IL-1B stimulus, high-content imaging | HUVEC IL-1B NFkB p65 nuclear translocation imaging | inhibition, % at 2 µM | actives 0.43% (n = 94,000);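 active means inhibition above about 30% together with a positive call from visual inspection of the well image, limit read from the data; inconclusive means inhibition above a set limit but visual check negative; inactive means inhibition not above a set limit, visual check negative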;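 further: nuclear over cytoplasmic p65 intensity ratio measured by imaging; 0% = IL-1B stimulated DMSO wells and 100% = unstimulated DMSO wells; values of inactives mirror those of a sister screen read the other way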
# PLAP inhibitors HTS = PLAP enzyme inhibitors, biochemical, luminescence, HTS (AID 690). Alkaline phosphatase, placental type (Homo sapiens). purified PLAP, luminescent substrate; higher % means a stronger effect. one-dose inhibition, % at 20 µM; IC50 in µM for titrated hits. actives 0.08% (n = 96,000); in the data active means a potency from the dose series; inactive means the rest, 99 in 100 with inhibition below about 30%; further: strong numbers were not always called active
# Bcl-B displacement = displacers of TR3 peptide from Bcl-B, primary screen, selectivity assay for Bfl-1 inhibitor project, biochemical, fluorescence polarization; Bcl-2-like protein 10 (Homo sapiens); FP displacement of FITC-TR3 peptide from Bcl-B; higher % means a stronger effect; displacement, % at 20 µM; hits with a dose series show IC50 in µM; actives 0.11% (n = 96,000); AID 748, 2007;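 active means displacement above 50% at 20 µM plus a fluorescence interference ratio under 1.5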;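 further: plate controls were wells without compound for no effect and wells lacking Bcl-B protein for full effect; a part of the inactive calls stands beside numbers as strong as those of hits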
# NFkB transloc pot = enhancers of NFkB p65 translocation in HUVEC – imaging, IL-1B stimulus, high-content imaging, primary screen; HUVEC IL-1B NFkB p65 nuclear translocation imaging; activation, % at 2 µM; actives 0.3% (n = 94,000);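 active means activation above 40%, about the mean plus 3 SD, also judged a hit on visual image review; inconclusive means activation above 40% but not a hit on visual review; inactive means activation not above 40% and no visual hit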;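 further: percent activation is computed from the nuclear over cytoplasmic p65 intensity ratio; values of inactives mirror those of a sister screen read the other way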
# MRP reversal cytotoxicity = also measured in MRP reversal; calls as there; viability, %; H69AR cells, CellTiter-Glo, 72 h; measured here: cytotoxicity without doxorubicin
# MRP reversal with doxorubicin = further read-out of MRP reversal, marked with its call; viability, %; measured here: viability with 2 uM doxorubicin; active compounds read low
# NFkB transloc inh cell count 2 µM = second read-out of NFkB transloc inh, no call of its own (marks repeat the call); cell count; measured here: cells passing quality filter;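 raw number of nuclei counted in each imaged well without normalization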
# NFkB transloc pot cell count 2 µM = also measured in NFkB transloc pot; calls as there; cell count; measured here: cells passing quality filter
# An asterisk follows results filed as active; u = inconclusive; x = no result given. These rows are one share of the data; count on the stated rates, not on these rows.
SMILES,MRP reversal,MRP reversal cytotoxicity,MRP reversal with doxorubicin,NFkB transloc inh,NFkB transloc inh cell count 2 µM,PLAP inhibitors HTS,Bcl-B displacement,NFkB transloc pot,NFkB transloc pot cell count 2 µM
CCOc1ccc(C(CC(=O)O)NC(=O)c2ccco2)cc1 (centres undefined),13,95,82,-16,139,x,x,16,139
CSCCC(C(=O)NC1=NCCS1)N1C(=O)c2ccccc2C1=O (centres undefined),23,104,81,-15,115,-14%,-15%,15,115
COc1ccc(-c2noc(-c3ccccc3C(=O)Nc3cccc(OC)c3)n2)cc1,-14,72,86,-12,110,18%,-7%,12,110
O=C(NCC1COc2ccccc2O1)C1CCCN(S(=O)(=O)c2cccc3nsnc23)C1 (centres undefined),-2,74,76,-6,140,-3%,-12%,6,140
CCN(CC)S(=O)(=O)c1ccc(C(=O)NC2=C(C(=O)OC)SCC2)cc1,x,x,x,-14,188,-2%,3%,14,188
CCOc1cccc(Oc2ncccc2C(=O)/C(C#N)=C/N(C)C)c1,x,x,x,0,91,-13%,-1%,0,91
COc1ccc(Cc2nnn(CC(=O)O)n2)cc1,-16,98,114,18,94,-20%,4%,-18,94
CCOCCCNC(=O)C1c2ccccc2C(=O)N2CCc3ccccc3C12 (centres undefined),-5,79,84,-4,177,-1%,2%,4,177
CCOc1c(OC)cccc1C1CC(=O)Nc2cc3c(cc21)OCCO3 (centres undefined),-23,15,38,x,x,-13%,-4%,x,x
O=C1CCCN1CN(C(=O)c1ccc2c(c1)OCO2)c1ccc(F)cc1,-11,91,102,-4,163,-11%,-11%,4,163
CC1(C)NC(=O)N(CCSc2ccc(Cl)cc2)C1=O,-5,96,101,-2,153,-13%,8%,2,153
CC(=O)N1CCN(C(=O)CCc2nc3ccccc3c(=O)[nH]2)CC1,x,x,x,-2,158,-25%,-3%,2,158
COc1ccc(-c2ccc(=O)n(CC(=O)N3CCN(c4ccccc4OC)CC3)n2)cc1,7,90,84,6,159,x,x,-6,159
Cc1ccc(SCc2nc(-c3ccncc3)no2)cc1,-9,84,93,-2,158,-23%,-6%,2,158
Cc1cc(C)n2nc(Cc3ccccc3)nc2n1,-8,89,97,18,100,2%,-2%,-18,100
Cc1ccc(C)c(S(=O)(=O)C(C#N)c2nc3ccccc3nc2N2CCOCC2)c1 (centres undefined),16,95,79,-24,198,-20%,-4%,24,198
Cc1ccc(NS(=O)(=O)c2cc(C(=O)N3CCOCC3)ccc2C)cc1C,-8,87,95,0,184,-23%,-4%,0,184
N/C(COc1cccc(Cl)c1)=N\NS(=O)(=O)c1ccccc1,x,x,x,3,162,7%,-2%,-3,162
COc1ccc(CN(Cc2ccccn2)C(=O)CN2C(=O)COc3ccccc32)cc1,5,76,71,2,96,12%,2%,-2,96
CCn1c(=O)c2cc(C(=O)N3CCOCC3)sc2c2ccccc21,7,79,72,-4,53,-48%,6%,5,53

# Reprinted at random: 3 entries already listed, in no set order.
SMILES,MRP reversal,MRP reversal cytotoxicity,MRP reversal with doxorubicin,NFkB transloc inh,NFkB transloc inh cell count 2 µM,PLAP inhibitors HTS,Bcl-B displacement,NFkB transloc pot,NFkB transloc pot cell count 2 µM
O=C(NCC1COc2ccccc2O1)C1CCCN(S(=O)(=O)c2cccc3nsnc23)C1 (centres undefined),-2,74,76,-6,140,-3%,-12%,6,140
CC(=O)N1CCN(C(=O)CCc2nc3ccccc3c(=O)[nH]2)CC1,x,x,x,-2,158,-25%,-3%,2,158
Cc1ccc(NS(=O)(=O)c2cc(C(=O)N3CCOCC3)ccc2C)cc1C,-8,87,95,0,184,-23%,-4%,0,184

# Next section
SMILES,MRP reversal,MRP reversal cytotoxicity,MRP reversal with doxorubicin,NFkB transloc inh,NFkB transloc inh cell count 2 µM,PLAP inhibitors HTS,Bcl-B displacement,NFkB transloc pot,NFkB transloc pot cell count 2 µM
COc1ccccc1C(c1nnnn1C1CCCC1)N1CCN2CCCC2C1 (centres undefined),17,75,58,2,121,-26%,-9%,-2,121
CC(=NCCCn1ccnc1)C1=C(O)c2ccccc2C1=O,-5,84,89,2,183,-12%,-2%,-2,183
CCC(=O)N1CCN=C1SCc1ccc(Cl)cc1,0,94,94,11,111,29%,-5%,-11,111
O=C1OC(c2ccccc2)/C(=C(/O)c2ccccc2)C1=O (centres undefined),10,87,77,20,25,6%,-1%,-20,25
Cc1cccc(SCc2noc(C(=O)NCC3CCCO3)c2C(=O)O)c1 (centres undefined),x,x,x,-5,161,6%,0%,5,161
CCC(C)N=C1SCC(C)(/C=N/O)S1 (centres undefined),3,93,90,-4,164,14%,-6%,4,164
CCOCCn1c(SCCc2ccccc2)nc2c1c(=O)[nH]c(=O)n2C,-9,73,82,x,x,-11%,-3%,x,x
O=C(CC1(O)C(=O)Nc2ccc(Br)cc21)c1ccc2c(c1)OCO2 (centres undefined),-11,61,72,-15,193,-22%,5%,15,193
O=C(NC1CCS(=O)(=O)C1)C12CC3CC(CC(C3)C1)C2 (centres undefined),x,x,x,-6,88,18%,0%,6,88
CC1Cc2nc(SCC(=O)Nc3nc4ccccc4s3)n(C)c(=O)c2S1 (centres undefined),16,95,78,13,168,-59%,-17%,-13,168
CCOc1cc(C)c(S(=O)(=O)N2CCCC2)cc1C,10,96,86,0,178,x,x,0,178
O=S(=O)(NC(=NC1CCCC1)C(F)(F)F)c1ccccc1,-15,94,109,-2,147,-1%,-12%,2,147
COc1ccc(OC)c(C2C(C(N)=O)=C(C)Nc3nc(CCCO)nn32)c1 (centres undefined),x,x,x,-4,67,16%,-1%,4,67
O=C(O)c1ccc2noc(-c3ccccc3)c2c1,-10,86,97,-15,131,16%,-1%,15,131
Cc1cc(C(=O)Nc2c(F)cc(F)cc2Br)no1,7,101,95,-23,132,7%,-3%,23,132
S=c1nc(-c2ccccc2)n(CCCn2ccnc2)c2c1CCCC2,6,97,91,x,x,-6%,9%,x,x
CCC12CN3CC(CC)(CN(C1)C3c1c(O)ccc3ccccc13)C2=O (centres undefined),20,97,78,8,98,-22%,-1%,-9,98
Cc1ccc(NC(=O)CCC(=O)NNC(=O)c2ccco2)cc1C,x,x,x,10,140,-60%,-6%,-9,140
Cc1[nH]c2ccccc2c1[C@H]1[C@@H](CC#N)C1(C)C,0,75,76,-10,119,11%,-2%,10,119
CC(C)C(c1nnnn1C1CCCC1)N1CCc2ccccc21 (centres undefined),-2,90,91,4,136,8%,11%,-4,136

# A different layout for part of the listing above.
# Results follow in this order: MRP reversal, MRP reversal cytotoxicity, MRP reversal with doxorubicin, NFkB transloc inh, NFkB transloc inh cell count 2 µM, PLAP inhibitors HTS, Bcl-B displacement, NFkB transloc pot, NFkB transloc pot cell count 2 µM
Cc1[nH]c2ccccc2c1[C@H]1[C@@H](CC#N)C1(C)C
    0, 75, 76, -10, 119, 11%, -2%, 10, 119
CCOCCn1c(SCCc2ccccc2)nc2c1c(=O)[nH]c(=O)n2C
    -9, 73, 82, x, x, -11%, -3%, x, x

# Going on with the list.
SMILES,MRP reversal,MRP reversal cytotoxicity,MRP reversal with doxorubicin,NFkB transloc inh,NFkB transloc inh cell count 2 µM,PLAP inhibitors HTS,Bcl-B displacement,NFkB transloc pot,NFkB transloc pot cell count 2 µM
N#Cc1cc2c(nc1SCC(=O)N1CCCCC1)CCCCC2,-20,65,85,-4,174,-8%,-5%,4,174
CCOc1ccc(N=C(NC#N)SCC(=O)NC2CC2)cc1,-14,88,102,-14,112,-2%,-6%,14,112
CCCN1CCN(CCCNC(=O)Cn2cc3c(n2)CCCC3)CC1,0,92,91,x,x,-5%,2%,x,x
CCn1c(=O)c2ccccc2n2c(SCC(=O)NCc3cccs3)nnc12,-4,78,82,-1,74,-12%,-2%,1,74
N#Cc1nc(-c2ccco2)oc1NCc1ccc(F)cc1,4,99,95,-6,83,22%,-9%,6,83
CCOC(=O)N1CCC(Nc2c(-c3ccc(C)c(C)c3)c(=O)c2=O)CC1,-29,33,62,3,184,-6%,-4%,-3,184
CCCC(c1nnnn1C(C)(C)CC)N1CCN(C2CCCC2)CC1 (centres undefined),-2,75,77,-17,92,-64%,6%,17,92
O=S(=O)(Cc1ccc(Cl)cc1)NCC1CCCO1 (centres undefined),2,93,91,-46,134,11%,-2%,u,x
O=C(CSc1nnc(Cc2cc(=O)[nH]c(=O)[nH]2)n1-c1ccc(F)cc1)NC1CCCC1,-5,90,95,-6,41,-6%,13%,6,41
c1ccc(-n2cnnc2SCc2cn3ccccc3n2)cc1,12,91,79,x,x,6%,7%,x,x
Cc1ccc(C)c(Oc2coc3cc(OC(=O)c4cccs4)ccc3c2=O)c1,x,x,x,-16,138,x,x,16,138
COc1ccc(NS(=O)(=O)c2ccc(N3C(=O)CCC3=O)cc2)cc1,6,80,74,7,184,7%,-9%,-7,184
Cn1c(=O)c2c(ncn2Cc2ccc(Cl)c(Cl)c2)n(C)c1=O,15,87,72,1,79,4%,-11%,-1,79
CCN(CC)c1ccc2cc(-c3nnc(-c4ccc(Br)cc4)o3)c(=O)oc2c1,6,101,95,8,106,x,x,-8,106
CCO/N=C(/c1nonc1N)N1CCN(c2ccc([N+](=O)[O-])cc2)CC1,x,x,x,-4,159,16%,5%,4,159
Cc1c(Cl)cccc1NC(=O)CSc1nnc(CCNC(=O)OC(C)(C)C)o1,-5,94,99,0,90,-74%,7%,0,90
COc1ccc(-c2nnn(CC(=O)c3ccc4c(c3)OCCO4)n2)cc1OC,-4,89,93,-3,117,x,x,3,117
O=C(NCc1ccc(F)cc1)c1ccc(CS(=O)(=O)Cc2ccccc2F)o1,15,82,67,-2,163,-1%,-5%,2,163
Cc1cc(C2C(C#N)=C(N)OC3=C2C(=O)CCC3)c(C)s1 (centres undefined),1,87,86,2,77,19%,9%,-2,77
O=C(NCCSCc1ccco1)c1ccc(CN2CCOCC2)cc1,0,96,96,-7,82,-34%,4%,7,82

# Copied from the results shown, 2 compounds:
SMILES,MRP reversal,MRP reversal cytotoxicity,MRP reversal with doxorubicin,NFkB transloc inh,NFkB transloc inh cell count 2 µM,PLAP inhibitors HTS,Bcl-B displacement,NFkB transloc pot,NFkB transloc pot cell count 2 µM
Cc1cc(C2C(C#N)=C(N)OC3=C2C(=O)CCC3)c(C)s1 (centres undefined),1,87,86,2,77,19%,9%,-2,77
O=C(NCCSCc1ccco1)c1ccc(CN2CCOCC2)cc1,0,96,96,-7,82,-34%,4%,7,82

# 7 entries out of the list above, ordered by their value in NFkB transloc pot, descending:
mol	PLAP inhibitors HTS	Bcl-B displacement	NFkB transloc pot	NFkB transloc pot cell count 2 µM
Cc1ccc(C)c(Oc2coc3cc(OC(=O)c4cccs4)ccc3c2=O)c1	x	x	16	138
O=C(NCCSCc1ccco1)c1ccc(CN2CCOCC2)cc1	-34%	4%	7	82
O=C(CSc1nnc(Cc2cc(=O)[nH]c(=O)[nH]2)n1-c1ccc(F)cc1)NC1CCCC1	-6%	13%	6	41
COc1ccc(-c2nnn(CC(=O)c3ccc4c(c3)OCCO4)n2)cc1OC	x	x	3	117
CCn1c(=O)c2ccccc2n2c(SCC(=O)NCc3cccs3)nnc12	-12%	-2%	1	74
Cc1c(Cl)cccc1NC(=O)CSc1nnc(CCNC(=O)OC(C)(C)C)o1	-74%	7%	0	90
CCOC(=O)N1CCC(Nc2c(-c3ccc(C)c(C)c3)c(=O)c2=O)CC1	-6%	-4%	-3	184

# High-throughput results from PubChem BioAssay.
